# M1 ag parental: counter-screen for M1 agonists: effect in parental CHO-K1 cells. Fluo-8 calcium fluorescence; scaled to maximal ATP response, vehicle zero. activation, % at 3 µM. 0.48% of 360,000 active; in the data active = activation above about 15%;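 also: untransfected CHO-K1 host cells lacking M1 receptor as counterscreen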
# CHO-K1 Ca antag: nonselective inhibitor or artifact in parental CHO-K1 cells; 0.6% of 360,000 active; ATP-induced calcium, Fluo-8 fluorescence; inhibition, % at 3 µM;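 active = inhibition above a per-plate cutoff, the plate's mean sample inhibition plus 3 SD, cut at about 24% in these data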;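 also: 0% = DMSO plus EC80 ATP and 100% = DMSO alone without ATP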
# CHRM1 antagonist: human M1 muscarinic receptor antagonists, primary screen, CHO-K1 cells, Fluo-8 calcium fluorescence, 1536-well | CHO-K1 hM1, ACh EC80 antagonist | inhibition, % at 3 µM | 1.3% of 360,000 active | AID 588852, 2011;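 active = percent inhibition above its own plate's cutoff, namely the mean of that plate's compound wells plus 3 SD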;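 also: peak over basal fluorescence ratio during 140 s after agonist addition; 0% = ACh EC80 plus DMSO and 100% = DMSO alone without agonist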
# Target sequence (P11229 whole entry, looked up): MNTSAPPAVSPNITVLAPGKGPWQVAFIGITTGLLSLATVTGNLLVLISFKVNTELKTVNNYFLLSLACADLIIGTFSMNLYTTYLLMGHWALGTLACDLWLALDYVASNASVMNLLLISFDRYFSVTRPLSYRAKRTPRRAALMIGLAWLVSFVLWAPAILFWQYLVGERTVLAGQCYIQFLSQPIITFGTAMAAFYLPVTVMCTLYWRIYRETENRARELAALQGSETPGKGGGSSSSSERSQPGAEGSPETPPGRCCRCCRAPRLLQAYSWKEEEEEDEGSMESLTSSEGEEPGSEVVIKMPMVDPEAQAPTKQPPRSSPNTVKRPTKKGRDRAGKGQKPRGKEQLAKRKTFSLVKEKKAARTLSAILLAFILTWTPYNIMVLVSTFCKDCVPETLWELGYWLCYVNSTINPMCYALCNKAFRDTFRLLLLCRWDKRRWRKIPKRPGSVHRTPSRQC
# CHO-K1 Ca PAM: nonselective calcium activators in parental CHO-K1 cells, primary screen, counter-screen for M1 PAM project, cell-based, Fluo-8 calcium fluorescence, full deck, 1536-well; ATP EC20; 0% at ATP EC20, 100% at ATP max; activation, % at 3 µM; 0.02% of 360,000 active;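 active = activation above the run cutoff, the mean activation of all test compounds plus 3 SD, cut at about 40% in these data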;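 also: peak over basal fluorescence ratio in a 140 s read after ATP addition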
# M1 PAM: human M1 muscarinic receptor positive allosteric modulators, primary screen, CHO-K1 cells, Fluo-8 calcium fluorescence, 1536-well. CHO-K1 hM1, ACh EC20; 0% = ACh EC20, 100% = maximal ACh. activation, % at 3 µM. 0.088% of 360,000 active. AID 588819, 2011; in the data active = activation above about 19%, passing the limit was not always enough
# CHO parental Ca: ATP-evoked calcium signal inhibitors, parental CHO, primary screen, counter-screen for OX1R antagonist project, cell-based, fluorescence, Fluo-8 calcium dye; parental CHO-K1, ATP-induced calcium, Fluo-8 fluorescence; inhibition, % at 5.6 µM; 0.63% of 330,000 active; AID 463079, 2010;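 active = inhibition above that plate's mean sample inhibition plus 3 SD, cut at about 26% in these data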;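 also: 0% = ATP-challenged DMSO wells and 100% = DMSO wells without ATP; some compounds past the cut are filed as inactive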
#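 Test system: parental CHO cells; detection: calcium-sensitive Fluo-8 fluorescence; evaluation: percent inhibition of calcium signal; also added: ATP as calcium-mobilizing challenge; repeats: one well per compound; control set: ATP-challenged DMSO wells low, unchallenged DMSO wells high; compound: single nominal dose of 5.6 µM per compound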
# CHRM1 agonist: human M1 muscarinic receptor agonists, primary screen, Fluo-8 calcium fluorescence, CHO-K1 cells, HTS. AID 588814, 2011. activation, % at 3 µM. CHO-K1 hM1, agonist mode; 0% DMSO, 100% acetylcholine EC100. Muscarinic acetylcholine receptor M1 (Homo sapiens), P11229. 0.33% of 360,000 active;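 active = activation above the run's mean compound activation plus 3 SD, cut at about 16% in these data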;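 also: peak over basal fluorescence ratio within a 140 s kinetic read after compound addition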
# TAAR1 antag: human TAAR1 antagonists, primary screen, Fluo-8 calcium fluorescence, CHO RD-HGA16 cells | antagonist | inhibition, % at 3 µM | 1.5% of 360,000 active | AID 624466, 2012;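 active = inhibition above a per-plate cutoff, the mean inhibition of test compounds on that plate plus 3 SD, cut at about 49% in these data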;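 also: 0% = DMSO plus EC80 beta-PEA response and 100% = DMSO alone without agonist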
# Target sequence (Q96RJ0 whole entry, looked up): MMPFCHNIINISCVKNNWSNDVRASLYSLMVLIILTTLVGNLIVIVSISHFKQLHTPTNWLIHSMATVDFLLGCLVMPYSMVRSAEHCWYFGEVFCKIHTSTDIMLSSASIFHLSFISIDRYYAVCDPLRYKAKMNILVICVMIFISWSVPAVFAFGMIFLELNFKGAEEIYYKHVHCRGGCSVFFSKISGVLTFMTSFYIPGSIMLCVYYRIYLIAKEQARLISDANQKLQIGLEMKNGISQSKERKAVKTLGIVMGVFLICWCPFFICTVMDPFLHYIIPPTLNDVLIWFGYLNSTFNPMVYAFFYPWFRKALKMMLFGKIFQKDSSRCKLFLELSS
#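 System: CHO RD-HGA16 cells bearing hTAAR1. Reagent: EC80 β-phenethylamine stimulus. Schedule: seeding 17-24 h prior, 75-min 37 °C, 30-min RT dye loading. Signal: Fluo-8 intracellular calcium dye fluorescence, real-time kinetic reads. Read-out: % inhibition from peak post-agonist over basal fluorescence ratio. Benchmarks: vehicle wells and EC80 agonist wells. Replicates: n of 1.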
# TAAR1 agonist: human TAAR1 agonists, primary screen, Fluo-8 calcium fluorescence, CHO RD-HGA16 cells. Trace amine-associated receptor 1 (Homo sapiens), Q96RJ0. vehicle wells 0%, saturating PEA agonist 100%. activation, % at 3 µM. 0.99% of 360,000 active;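 active = activation above the mean activation of all test compounds in the run plus 3 SD, cut at about 38% in these data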
#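 Signal – calcium-sensitive Fluo-8 signal, excitation 470-495, emission 515-575 nm · System – RD-HGA16 (CHO) cells co-expressing Gα16 and hTAAR1 · Incubation – 17-24 h seeding, 75 min 37 °C dye, 30 min RT · Compound dosing – 3 µM single concentration · Repeats – no replicates (n 1)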
# * = called active by the depositor; nt = no result given.
Compound	M1 ag parental	CHO-K1 Ca antag	CHRM1 antagonist	CHO-K1 Ca PAM	M1 PAM	CHO parental Ca	CHRM1 agonist	TAAR1 antag	TAAR1 agonist
COCCN(CCOC)Cc1cc(=O)oc2ccc3ccccc3c12	1.6	7	-9	13	10	nt	-5	-11	-1
COc1ccc(C(C)(NC(C)=O)c2nc(-c3ccncc3)cs2)cc1 (stereo not given)	0.7	-8	-20	11	12	nt	-2	-10	0
CC(CC(=O)Nc1cc(C(F)(F)F)ccc1Cl)c1ccccc1 (stereo not given)	-0.5	-5	-2	12	-5	-24	-6	13	12
Cc1n[nH]c(C)c1CCC(=O)N/N=C/c1c(C)[nH]c2ccccc12	0.3	3	19	-20	-6	-9	-4	-29	3
C[C@H](CO)N1C[C@H](C)[C@@H](CN(C)CC2CC2)Oc2c(NS(=O)(=O)c3ccccc3)cccc2C1=O	0.2	-9	-6	16	2	1	-3	10	6
Cc1ccc(C(=O)N/C(=C/c2ccc(Cl)cc2)C(=O)NCC2CCCO2)cc1 (stereo not given)	0.1	4	0	-1	2	-14	-2	0	1
N#Cc1c(N)nc(SC2CCCCC2=O)c(C#N)c1-c1ccco1 (stereo not given)	2.2	-3	1	0	1	-23	-4	17	7
Cn1nc(/C=C/c2ccccc2)ccc1=O	-0.1	-9	-4	17	11	-9	-8	-3	4
COc1ccccc1C(=O)NNC(=O)c1ccccc1Br	2.9	-6	-1	12	-2	-11	-4	8	1
O=Nc1c(O)n(Cc2ccc(Cl)c(Cl)c2)c2ccccc12	0.8	-10	-23	21	25*	38*	19*	-9	11
Cc1cc(C)n(CC(=O)n2c3c(c4ccccc42)CCCC3)n1	0.4	-3	-21	14	9	-10	-3	7	19
COc1cc2c3c(c1OC)C1(C=CC(=NNC(N)=O)C=C1)CC3N(C(C)=O)CC2 (stereo not given)	0.2	2	2	15	2	-9	-3	-2	5
Cc1ccc(-n2c(=O)[nH]c3ncccc3c2=O)cc1	0.6	-6	4	7	0	-3	-2	2	8
CCOc1ccc(-c2ccc(NS(=O)(=O)c3cc([N+](=O)[O-])c(C)c([N+](=O)[O-])c3)cc2)nn1	0.7	-10	-9	-7	4	-16	-4	-39	-3
O=c1c(Cl)c(N/N=C/c2ccc(Br)cc2)cnn1-c1ccccc1	0.1	-3	-4	13	8	-21	-3	-12	11
Cc1ccc(-c2nnn(CC(=O)N(CC3CCCO3)C(C(=O)NC(C)(C)C)c3ccc(F)cc3)n2)o1 (stereo not given)	0.1	3	-8	8	3	-23	-6	4	3
COCOc1cccc(CN2CCC(C)(Oc3cccc(C#N)c3)C2)c1 (stereo not given)	1.7	-1	-1	14	-5	nt	-8	-22	-1
CCCCCN(C(=O)CCC(=O)OC(C)C(=O)Nc1ccccc1C)c1c(N)n(CCCC)c(=O)[nH]c1=O (stereo not given)	0.3	-10	-14	7	12	nt	4	-13	0
CCc1nc2ccc(C(=O)Nc3cccc(OC)c3)cn2c1N(CCC(C)C)CCN(C)C	0.9	-9	-6	14	-4	nt	29*	-7	-1
COc1cc(CN2CCN(S(=O)(=O)c3ccccc3)CC2)cc(OC)c1OC	0.9	-12	-12	23	8	-11	0	-4	0
COc1ccc(-n2cccc2/C=C2/NC(=O)N(c3cccc(Cl)c3)C2=O)cc1	-0.2	19	-4	-13	4	-10	-7	5	-1
Cc1noc(C)c1C(=O)OCC(=O)Nc1ccc(N2CCOCC2)cc1	0.1	1	-1	-14	9	3	2	12	-2
COc1cccc(OC)c1C(=O)Nc1cccc(C(=O)Nc2cccc(C(=O)O)c2)c1	0.7	-13	-14	-3	6	7	-4	1	0
CCN(CC)C(=S)NCCc1ccccc1	-0.1	16	0	-5	0	2	-6	-13	2
Cc1ccc(S(=O)(=O)N2CCN(C(=O)CN3CCN(C)CC3)C2)cc1	0.3	-13	5	-6	-1	-3	-7	-9	2
CCCN1CCN(C(=O)Cn2nc(CC)n3c(cc4sccc43)c2=O)CC1	0.4	-10	-8	25	3	-12	-3	-5	-1
CC12CC3CC1C(C(=O)O2)C3C(=O)O (stereo not given)	-0.3	9	-9	-4	10	nt	1	-28	4
Cc1cc(Br)ccc1NC(=O)CN(C)C(=O)c1ccccc1OCc1c(C)noc1C	1.1	-13	-18	9	10	nt	-5	-28	0
Cc1ccc(C)c(C(O)c2ncc(-c3cccc4ccccc34)[nH]2)c1 (stereo not given)	2.0	-10	-16	10	7	nt	-4	17	3
O=C(COc1ccc(Cl)cc1)NCc1nnc(SCC(=O)N2CCCC2)o1	0.6	-8	-10	21	16	-15	-8	7	4
Fc1ccc(C(Nc2ccccn2)c2c[nH]c3ccccc23)cc1 (stereo not given)	2.1	-2	-4	25	6	-5	-4	-15	5
COc1ccccc1C(=O)NCCC(=O)Nc1ccc(S(=O)(=O)Nc2ncccn2)cc1	1.4	-17	-10	18	9	-12	-3	-7	1
Cc1cccc(NC(=O)Nc2cnccn2)c1C	0.9	-6	-6	3	6	-7	-4	-14	2
Cc1ccc(N(CCC#N)C(=O)COC(=O)C2CCN(S(=O)(=O)c3ccc4c(c3)OCCO4)CC2)cc1	0.7	-10	1	0	-1	12	-5	-20	2
Cc1ccc(Cl)cc1N1CCN(C(=O)c2ccc(CS(=O)Cc3ccc(Cl)cc3)o2)CC1 (stereo not given)	3.8	-13	8	9	-8	-34	-4	26	4
CCN1C(=O)CC(N2CCN(CC(=O)NC(C)C)CC2)C1=O (stereo not given)	0.4	-16	-9	9	8	-3	-4	-13	2
CC(C)Oc1ccccc1C1NC(=O)CCC1[N+](=O)[O-] (stereo not given)	0.3	-10	-15	5	14	-1	-1	0	4
O=C(O)c1cccc(Nc2ccnc(Nc3cccc(C(=O)O)c3)n2)c1	0.6	-5	-12	-5	13	-8	-5	4	0
CC(=O)Nc1cccc2c1C(=O)N(c1ccccc1C)C2=O	-0.1	1	2	3	1	1	-7	6	2
Cc1cccc(N(CC(=O)NC2CCCCC2)C(=O)c2c(C)noc2C)c1	0.2	6	-9	12	5	-14	-5	-5	14
Cc1ccc(-c2nnc(N3CCCCC3)c3ccccc23)cc1S(=O)(=O)N1CCN(C)CC1	0.8	-5	1	11	-6	-24	-5	6	3
COc1cc(NC(=O)c2cccs2)c(C(=O)OCC(=O)c2cc(C)n(-c3ccc(F)cc3)c2C)cc1OC	17*	8	7	12	5	-11	-4	11	1
COc1cc(C#Cc2ccc3cc(CCCO)oc(=O)c3c2)cc(OC)c1	7.3	-3	17	4	0	13	8	27	16
CC1CCN(C(C)C(=O)Nc2ccccc2-c2ccccc2)CC1 (stereo not given)	-0.3	-10	-7	-9	0	-27	-4	10	18
NS(=O)(=O)c1ccc(N/N=C/c2ccc(O)cc2O)c([N+](=O)[O-])c1	0.3	-4	-9	0	0	1	-5	10	3
CC(C)CCn1c(=O)[nH]c2ccccc21	0.8	-19	-14	19	-3	-14	-2	-24	5
CCc1c(C)nc2c(C#N)c[nH]n2c1=O	0.4	-1	-8	11	11	-4	-6	-28	5
CC(=O)Nc1ccc(S(=O)(=O)N2CCC(c3nc4ccc(C)cc4[nH]3)CC2)cc1	0.7	-17	1	19	1	-5	-5	0	-1

# The list goes on; the last two above are carried over.
Compound	M1 ag parental	CHO-K1 Ca antag	CHRM1 antagonist	CHO-K1 Ca PAM	M1 PAM	CHO parental Ca	CHRM1 agonist	TAAR1 antag	TAAR1 agonist
CCc1c(C)nc2c(C#N)c[nH]n2c1=O	0.4	-1	-8	11	11	-4	-6	-28	5
CC(=O)Nc1ccc(S(=O)(=O)N2CCC(c3nc4ccc(C)cc4[nH]3)CC2)cc1	0.7	-17	1	19	1	-5	-5	0	-1
CC(C)[C@H](NC(=O)Nc1cccc(Br)c1)C(=O)O	0.4	2	-5	-7	6	-4	-5	8	1
Clc1ccc(N/N=C/c2cccs2)nn1	0.6	-8	-3	6	2	-14	-5	-21	-1
Cc1cc(C)c2c(-n3cccc3)c(NC(=O)OCc3ccccc3)sc2n1	0.2	-3	-11	3	-1	-15	-4	4	11
O=C(NCc1ccccc1CN1CCCC1)c1cccc(S(=O)(=O)N2CCOCC2)c1	-0.1	-9	20	5	-8	-8	-9	-9	-3
Cc1ccc(Sc2cnccc2C#N)cc1	-0.4	-17	-9	0	5	0	-9	-8	5
CCCCOC(=O)Nc1nccs1	0.4	-19	-8	21	3	0	-8	-18	0
COC(=O)c1cc(-c2ccccc2)n(CCN)c1C	1.3	5	11	-11	-2	-13	-4	29	46*
CCc1ccc(C(=O)NCc2cnn(C)c2)s1	-0.2	-13	-13	9	3	10	-8	-7	0
O=C(OCc1cn([C@@H]2C[C@H](c3ccc(Cl)cc3)N(Cc3cccs3)C[C@H]2O)nn1)c1ccccc1	0.4	-13	-6	17	2	nt	-2	3	4
COC(=O)Nc1nc2c(s1)CCCC2	1.3	-19	1	27	-14	-4	-8	11	0
O=C(CSc1nnc(-c2ccccc2)c(-c2ccccc2)n1)Nc1ccc(Br)cn1	0.4	-4	-13	16	10	-5	-7	21	6
O=C(Nc1cccnc1)C1CCCN(S(=O)(=O)c2ccccc2)C1 (stereo not given)	1.2	-11	-6	5	1	-26	-4	2	6
COCCn1c(=O)[nH]c2cc(C(=O)NCCc3ccc(S(N)(=O)=O)cc3)ccc2c1=O	1.0	-9	3	18	8	-6	-5	-13	5
COc1ccc(-c2c(NCCc3ccccc3)c(=O)c2=O)cc1	0.8	13	29	-9	-1	-4	-1	-8	17
Cc1nc(N)c(CC(Br)CBr)c(Cl)n1 (stereo not given)	0.9	-4	-8	10	6	5	-3	1	3
O=C(/C(=C/O)N=Nc1ccccc1)c1ccco1	0.5	-6	1	25	10	-19	-11	-6	8
CC1Sc2ccc(C(=O)Nc3ccccc3OC(F)F)cc2NC1=O (stereo not given)	1.5	1	3	4	0	-8	-1	2	3
CCN(CC(=O)Nc1ccc(N2CCOCC2)cc1)C(=O)COc1ccccc1OC	0.6	-2	-12	17	14	-8	-8	-22	10
O=C(Nc1cc(S(=O)(=O)Nc2ccccc2Cl)ccc1O)c1cc2c(s1)CCCC2	0.0	-4	-6	8	1	-7	-3	-8	4

# Source: PubChem (The Scripps Research Institute Molecular Screening Center)
